High-throughput results: PubChem BioAssay, Sanford-Burnham Center for Chemical Genomics
UBC13 inh = blocks human UBC13 polyubiquitin chain formation; TR-FRET; P61088; inhibition, % at 20 µM; actives 0.47% (n = 330,000); in the data active means inhibition above about 45%, passing the limit was not always enough; inconclusive means no clear call, values can overlap the other calls
Apaf1 inhib = inhibitors of human Apaf-1 apoptosome. inhibition, % at 20 µM. O14727. reconstituted apoptosome caspase-3 activity, DEVD-Rh110 fluorescence. AID 489030. actives 0.71% (n = 330,000); active means inhibition of at least 40% at 20 µM;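 further: plate controls were DMSO wells for no effect and DEVD-CHO caspase inhibitor wells for full effect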
Target sequence (O14727 whole entry, looked up): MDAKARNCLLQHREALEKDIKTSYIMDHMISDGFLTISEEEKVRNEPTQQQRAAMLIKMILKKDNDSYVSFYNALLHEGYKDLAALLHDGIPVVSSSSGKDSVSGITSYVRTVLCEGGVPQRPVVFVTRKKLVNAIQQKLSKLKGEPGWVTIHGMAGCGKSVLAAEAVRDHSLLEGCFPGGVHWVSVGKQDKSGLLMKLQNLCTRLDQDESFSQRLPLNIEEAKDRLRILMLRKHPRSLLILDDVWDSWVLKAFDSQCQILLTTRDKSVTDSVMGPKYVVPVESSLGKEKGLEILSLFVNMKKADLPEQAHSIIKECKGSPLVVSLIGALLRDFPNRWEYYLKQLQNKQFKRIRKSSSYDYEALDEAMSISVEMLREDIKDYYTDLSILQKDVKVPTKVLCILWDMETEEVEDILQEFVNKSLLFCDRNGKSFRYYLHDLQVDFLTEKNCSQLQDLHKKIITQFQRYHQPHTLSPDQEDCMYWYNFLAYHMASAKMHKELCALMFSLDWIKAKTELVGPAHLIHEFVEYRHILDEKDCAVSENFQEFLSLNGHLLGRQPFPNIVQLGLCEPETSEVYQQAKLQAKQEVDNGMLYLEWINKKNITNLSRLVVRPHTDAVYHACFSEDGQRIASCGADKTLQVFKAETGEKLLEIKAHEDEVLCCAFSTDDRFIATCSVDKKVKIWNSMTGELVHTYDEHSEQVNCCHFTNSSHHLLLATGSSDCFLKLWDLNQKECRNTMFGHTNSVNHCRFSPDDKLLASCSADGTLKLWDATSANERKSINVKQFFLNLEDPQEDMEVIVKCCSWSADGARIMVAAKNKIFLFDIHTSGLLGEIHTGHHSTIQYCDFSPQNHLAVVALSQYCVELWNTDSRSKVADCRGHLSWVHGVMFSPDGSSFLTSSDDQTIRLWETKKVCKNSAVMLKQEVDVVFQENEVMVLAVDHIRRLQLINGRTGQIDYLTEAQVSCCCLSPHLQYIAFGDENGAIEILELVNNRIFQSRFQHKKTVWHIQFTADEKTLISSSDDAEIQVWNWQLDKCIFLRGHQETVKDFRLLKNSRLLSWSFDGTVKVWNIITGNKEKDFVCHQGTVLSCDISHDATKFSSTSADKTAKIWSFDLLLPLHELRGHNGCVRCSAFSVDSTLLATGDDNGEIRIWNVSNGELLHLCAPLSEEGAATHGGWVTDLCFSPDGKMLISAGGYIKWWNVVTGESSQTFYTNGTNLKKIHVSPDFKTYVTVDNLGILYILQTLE
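System: reconstituted apoptosome with Apaf-1, cytochrome c, caspase-9, procaspase-3, dATP; Signal: Rh110 fluorescence intensity; Schedule: 30 min compound preincubation, 50 min activation, room temperature; Reagent: cytochrome c trigger plus (Z-DEVD)2-Rh110 caspase-3 substrate.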
Jurkat NFkB inh = inhibitors of the PMA/ionomycin-induced NF-kB reporter in Jurkat cells. actives 0.53% (n = 330,000). PMA/ionomycin-induced NF-kB luciferase reporter, luminescence. AID 435003. inhibition, % at 4 µM
Gli-Sufu antag = Gli-Sufu pathway antagonism. actives 0.74% (n = 340,000). Sufu-KO-LIGHT fibroblasts, Gli luciferase reporter luminescence. inhibition, % at 5 µM;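 active means inhibition above about 55%, limit read from the data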;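 further: 0% = DMSO-treated cells and 100% = wells with medium but no cells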
HKDC1 inhibitor = blocks human hexokinase HKDC1 activity. recombinant HKDC1, G6PDH/diaphorase resazurin coupled fluorescence. inhibition, % at 20 µM. actives 0.16% (n = 340,000);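 active means inhibition above about 35% when tested at 20 µM, limit read from the data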;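 further: plate controls were DMSO wells with enzyme for no effect and DMSO wells lacking enzyme for full effect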
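Material: recombinant HKDC1 hexokinase; Amount: HKDC1 at 5 µg/mL; Medium: Tris pH 8.0 buffer with MgCl2, Tween-20, BSA, BME; Schedule: 90 min reaction incubation at room temperature, dark; Technique: coupled resazurin fluorescence, excitation 525 nm, emission 613 nm.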
697 NFkB inh = lowers PMA/ionomycin-induced NF-kB signal in 697 B cells | 697 B-cell NF-kB luciferase reporter, 16 h | inhibition, % at 4 µM | actives 0.33% (n = 330,000) | AID 435022; in the data active means inhibition above about 35%
SENP8 block = inhibitors of human SENP8 protease. Q96LD8. purified SENP8, Z-RLRGG-aminoluciferin cleavage, luminescence. inhibition, % at 10 µM. actives 1.2% (n = 330,000). AID 2540
SENP7 block = SENP7 protease inhibition; actives 1.5% (n = 330,000); inhibition, % at 5 µM; AID 434973; recombinant SENP7, Z-RLRGG-aminoluciferin luminescence, 40 min; Q9BQF6;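 active means inhibition above about 50% at the single test dose, limit read from the data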;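 further: plate controls were DMSO with enzyme for no effect and no enzyme buffer wells for full effect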
Starred values were filed as active, the others as inactive; u = inconclusive; x = not tested or not shown. Unless noted, no stated cut-off is given here; in the data, active means inhibition above about 50%; inactive means the rest. This is a random part of the collection (roughly 3.6% active in at least one column).

Molecule	HKDC1 inhibitor	UBC13 inh	697 NFkB inh	Jurkat NFkB inh	Apaf1 inhib	SENP8 block	Gli-Sufu antag	SENP7 block
COc1ccc(-c2sc3ccccc3c2C#CCO)cc1	1	17	-21	2	25	-3	-6	2
CCOC(=O)C1CCN(C(=O)Nc2ccc(C)c(Cl)c2)CC1	-4	5	-14	4	-5	-9	-7	3
Cc1ccc2c(c1)C(c1ccccc1)CC(=O)O2 (configuration not stated)	-1	5	7	12	-9	2	1	0
CC(C)[C@]1(c2ccc(Cl)cc2)ON(c2ccccc2C(F)(F)F)C1=O	x	8	19	6	13	1	x	-8
Cc1cccc(CC2S/C(=N/c3ccccn3)NC2=O)c1 (configuration not stated)	-2	0	21	15	8	0	4	0
COc1cc2c(C(=O)N3CCN(c4ccccc4C)CC3)c(C)oc2cc1Br	2	-2	-4	-8	17	-2	-1	-2
Cc1ccc(NC(=O)CC(NCCN2CCOCC2)C(=O)O)cc1Cl (configuration not stated)	-3	-6	21	7	6	-5	-2	4
CC[C@]12c3[nH]c4ccc(OC)cc4c3CCN1C(=O)C(CC(=O)NCCCOC)C[C@@H]2C(=O)N1CCN(C(=O)c2ccco2)CC1 (some centres not stated)	-4	x	14	x	0	x	-8	7

(listing goes on)
Molecule	HKDC1 inhibitor	UBC13 inh	697 NFkB inh	Jurkat NFkB inh	Apaf1 inhib	SENP8 block	Gli-Sufu antag	SENP7 block
C[C@H]1CN([C@@H](C)CO)C(=O)c2cc(NC(=O)C3CCCCC3)ccc2O[C@H]1CN(C)Cc1ccc(-c2ccccc2)cc1	0	19	27	12	34	7	9	9
CCO[C@H]1OC(C(=O)NCc2ccccc2)=C[C@@H](C2CC2)[C@@H]1CCCO	-6	-3	-1	4	-9	-9	7	-3
CCCC(CCC)C(=O)Nc1cccc(C(=O)O)c1	-9	4	6	-2	-9	-4	-2	-5
COCC(C)NC(=O)CSc1nc2ccccc2c(=O)n1CCc1ccc(S(N)(=O)=O)cc1 (configuration not stated)	-2	-3	8	9	4	-6	-7	18
COC(=O)C1CCN(C(=O)c2ccc3nc(-c4cccc(OC)c4)oc3c2)CC1	-1	-11	-150	-28	18	7	-53	-12
Cc1ccc(-n2c(-c3ccccc3)c[n+]3c2CCC3)cc1	-7	-4	23	35	7	3	82*	8
CCOc1ccccc1-n1c(SCC(=O)N(CC)CC)nnc1-c1ccccn1	-6	1	14	16	-4	-7	-5	0
Cc1ccc(C23CC4CC(CC(C(=O)NC(C)C(N)=O)(C4)C2)C3)cc1 (configuration not stated)	-7	-4	9	2	4	-1	-4	5

The results go on.
Molecule	HKDC1 inhibitor	UBC13 inh	697 NFkB inh	Jurkat NFkB inh	Apaf1 inhib	SENP8 block	Gli-Sufu antag	SENP7 block
CC1=C(C(=O)OCc2ccccc2)C(c2ccc3c(c2)OCO3)NC(=O)N1CCCC(=O)O (configuration not stated)	-4	-6	0	-8	5	-10	-2	-22
C/C(=N\OCC(=O)Nc1c(C)cc(C)cc1C)c1ccc2c(c1)OCCO2	-6	9	6	1	0	-2	-8	-7
CCN(CC)CCCNC(=O)CCC(=O)Nc1ccc2nc(N3CCCCC3)cc(C)c2c1	-4	8	25	-39	-6	-1	6	6
Cc1ccc(N2CCN(C(=O)c3cccs3)CC2)c(C)c1	-7	-9	-2	2	11	-10	-7	-12
O=C(O)C1CC(=O)N(Cc2cccs2)C1 (configuration not stated)	-6	-9	2	-8	-2	10	3	-11
COc1cccc(-c2nc(CS(=O)(=O)CC(=O)NCCCN3CCOCC3)c(C)o2)c1	4	6	19	5	-6	10	-10	7
C[C@H]1C(=O)N(C)CCN1Cc1cn(C)nc1-c1ccc(Oc2ccccc2)cc1	-6	-5	1	-2	-13	4	-11	3
c1ccc(CSC2=NNC(c3ccccn3)S2)cc1 (configuration not stated)	-22	-30	-19	71*	-11	-7	3	-6

The list continues.
Molecule	HKDC1 inhibitor	UBC13 inh	697 NFkB inh	Jurkat NFkB inh	Apaf1 inhib	SENP8 block	Gli-Sufu antag	SENP7 block
CCOc1cc(C)c(Cl)cc1S(=O)(=O)n1nnc2ccccc21	2	-3	-13	-22	17	3	0	0
CC(C)C(=O)NC(=S)Nc1nnn(C)n1	-5	-10	-28	-10	0	-4	-9	-5
Cc1cc(C)cc(OCC(=O)OCC(=O)NCc2ccco2)c1	-6	-4	21	-9	6	2	0	-3
CC(C)C(NS(=O)(=O)c1cccc2nsnc12)C(=O)NCc1ccc2c(c1)OCO2 (configuration not stated)	-5	4	-17	3	0	6	4	-10
Cc1cccnc1NC(=O)Cn1nc([N+](=O)[O-])cc1C	-2	-8	14	-4	-17	2	3	12
COCCN(CC(=O)NCC1CCCO1)C(=O)CCC(=O)Nc1cc(C)ccn1 (configuration not stated)	-2	-7	-6	-15	4	-6	-3	-6
O=C(NCc1ccccc1Cl)C1CCC(=O)N(C2CCCC2)C1 (configuration not stated)	-2	2	10	12	-4	-2	-3	0
CSCCC(NS(=O)(=O)c1ccc(Cl)cc1)C(=O)OCC(=O)NC1CCCCC1 (configuration not stated)	-3	10	28	8	12	4	2	-5

Next section.
Molecule	HKDC1 inhibitor	UBC13 inh	697 NFkB inh	Jurkat NFkB inh	Apaf1 inhib	SENP8 block	Gli-Sufu antag	SENP7 block
COc1ccc(C(NC(=O)C(C)C)c2c(O)ccc3ccccc23)cc1OC (configuration not stated)	2	3	3	0	-5	2	-1	-2
Cc1ccc(C(=O)O)cc1-c1ccc(/C=C2\SC(=O)N(CC(=O)Nc3ccccc3)C2=O)o1	12	-16	13	14	29	4	1	-6
Cc1cc(C)cc(NC(=O)OCCN2CCN(Cc3ccccc3)CCC2=O)c1	-1	-3	13	10	5	-5	-5	8
CCCCN(C(=O)c1cc(-c2ccc(F)cc2)nc2ccccc12)c1c(N)n(CCCC)c(=O)[nH]c1=O	-5	-2	2	5	-9	-7	9	2
FC(F)Sc1ccc(NC(=S)NCC2CCCCC2)cc1	3	17	-19	-18	-2	1	-13	7
O=C(c1cccs1)N1CCN(c2ncccn2)CC1	-2	-8	-23	16	3	1	-2	-4
COc1ccc(C(C)=O)cc1CN(C)C	-4	0	0	-26	2	-7	6	-10
Cc1ccc(C2CCN(C(=S)Nc3cccc(Cl)c3)C2)cc1 (configuration not stated)	24	7	-14	1	5	4	6	29

(listing goes on)
Molecule	HKDC1 inhibitor	UBC13 inh	697 NFkB inh	Jurkat NFkB inh	Apaf1 inhib	SENP8 block	Gli-Sufu antag	SENP7 block
COc1ccc(N2CCN(C(=O)c3cc(=O)c4cc(C)cc(C)c4o3)CC2)cc1	3	3	-2	-5	14	7	-2	-15
Cn1c(-c2ccccc2)c[n+]2c1CCCCC2	-2	-11	4	-15	5	-2	-1	-11
CCn1cc(C(=O)NCc2ccc(C)cc2)c(=O)c2cc(S(=O)(=O)N(C)C)ccc21	-1	-5	-56	-13	17	-8	11	-9
O=P(O)(O)c1cc(-c2ccccc2)oc1-c1ccccc1	-5	2	12	-6	4	-7	5	-10
COc1ccccc1NC(=O)c1sc2ncn(CC(=O)Nc3ccccc3)c(=O)c2c1C	4	2	5	27	14	6	43	-1
COc1ccc(C2=NN(CC(=O)Nc3cc(C)ccc3C)C(=O)CC2)cc1	13	-4	12	2	-5	-2	6	-5
Cc1cc(C(=O)NC(C)c2ccncc2)cs1 (configuration not stated)	5	0	24	-1	-15	-7	-2	-1
CCOc1ccc(/C=N/NC(N)=S)cc1	-10	-1	-16	-13	1	-9	2	2

Next section
Molecule	HKDC1 inhibitor	UBC13 inh	697 NFkB inh	Jurkat NFkB inh	Apaf1 inhib	SENP8 block	Gli-Sufu antag	SENP7 block
Nc1ccc(C(=O)N/N=C/c2cccc(Oc3ccccc3)c2)cc1	-1	-4	22	-7	-64	1	1	-2
CC(C)(C)c1ccc(-c2nnc3sc(-c4ccncc4)nn23)cc1	7	4	-30	0	-18	4	23	-2
Cc1ccc(CCNC(=O)C(C)n2nc(C)c3c(C)n(-c4ccccc4)nc3c2=O)cc1 (configuration not stated)	-1	0	-2	12	-1	1	-2	2
CCC(=O)Nc1nnc(S(=O)(=O)N2c3ccccc3CC2C)s1 (configuration not stated)	-5	-16	-5	-7	4	-10	1	7
CC(C)CN1C(=O)c2ccc(C(=O)Nc3ccccc3C(=O)O)cc2C1=O	8	3	-18	4	9	82*	29	43
CSc1ccc(/C=C(/NC(=O)c2ccccc2)C(=O)N2CCN(C)CC2)cc1	-10	5	0	1	3	-5	-2	7
O=C(NCc1ccccc1)c1c(O)c2cccc3c2n(c1=O)CCC3	-4	u	18	16	11	0	-16	0
O=c1c2cnn(-c3ccccc3)c2nnn1Cc1ccccn1	-1	-6	-11	-6	5	1	3	1

A second format for 3 compounds above:
Structure: c1ccc(CSC2=NNC(c3ccccn3)S2)cc1 (configuration not stated)
  HKDC1 inhibitor: -22
  UBC13 inh: -30
  697 NFkB inh: -19
  Jurkat NFkB inh: 71*
  Apaf1 inhib: -11
  SENP8 block: -7
  Gli-Sufu antag: 3
  SENP7 block: -6
Structure: CCOc1cc(C)c(Cl)cc1S(=O)(=O)n1nnc2ccccc21
  HKDC1 inhibitor: 2
  UBC13 inh: -3
  697 NFkB inh: -13
  Jurkat NFkB inh: -22
  Apaf1 inhib: 17
  SENP8 block: 3
  Gli-Sufu antag: 0
  SENP7 block: 0
Structure: CC(C)C(=O)NC(=S)Nc1nnn(C)n1
  HKDC1 inhibitor: -5
  UBC13 inh: -10
  697 NFkB inh: -28
  Jurkat NFkB inh: -10
  Apaf1 inhib: 0
  SENP8 block: -4
  Gli-Sufu antag: -9
  SENP7 block: -5

(cont.)
Molecule	HKDC1 inhibitor	UBC13 inh	697 NFkB inh	Jurkat NFkB inh	Apaf1 inhib	SENP8 block	Gli-Sufu antag	SENP7 block
Clc1cccc(-c2ccc(CNCCCN3CCOCC3)o2)c1	17	2	-18	-12	6	-8	9	-9
COCCn1nnnc1CN1CCC(NC(=O)Nc2cccc(OC)c2)CC1	15	-2	-19	1	-2	9	0	5
CN(C)c1nc(OCCNC(=O)Nc2ccccc2)nc(N(C)C)n1	2	4	8	-8	2	7	4	3
O=C(Nc1cc(-c2ccccc2)nn1-c1ccccc1)c1ccccc1F	-3	8	-20	-7	12	3	0	-7
CCOC(=O)c1sc(NC(=O)CSc2n[nH]c(CC)n2)nc1C	-5	-8	-7	-15	11	-14	-5	-4
CCCCN(C(=O)c1cccc(S(=O)(=O)N2CC(C)OC(C)C2)c1)c1c(N)n(CC(C)C)c(=O)[nH]c1=O (configuration not stated)	2	-6	-27	8	-3	-4	-3	12
CCN(CC)S(=O)(=O)c1ccc(NC(=O)COc2nc3ccccc3nc2N2CCOCC2)cc1	1	-14	9	-7	15	-13	0	-1
O=C(CN1C(=O)c2cccc3cccc(c23)C1=O)NCCN1CCOCC1	-5	-5	4	6	-10	1	-3	5

Further structures
Molecule	HKDC1 inhibitor	UBC13 inh	697 NFkB inh	Jurkat NFkB inh	Apaf1 inhib	SENP8 block	Gli-Sufu antag	SENP7 block
O=C(CSc1nc2ccccc2c(=O)n1-c1ccccc1)N1CCN(CCO)CC1	-1	-10	-48	-11	9	-5	0	-10
CS(=O)(=O)N(CCc1ccccc1)CC(=O)NCc1ccccc1Cl	-8	-5	14	22	6	13	3	-1
CCOc1ccc(S(=O)(=O)Nc2cccc(C)c2)c2cccnc12	-2	-10	-13	-6	8	-1	4	-1
Cc1ccc(-n2nc(C)c(C(C)(O)C(F)(F)F)c2N)cc1 (configuration not stated)	12	-8	-27	-8	-4	-8	-2	-11
